Source: PubChem BioAssay
TrxR1 inh: blocks rat thioredoxin reductase 1 | O89049 | recombinant rTrxR1, NADPH fluorescence consumption, selenite substrate | Potency, µM (highest dose often 114 µM), without a hit: at the top dose activity change, negative = inhibition, hits mostly inhibitors | 1% of 390,000 active | AID 588453; note: potency is the fitted concentration of half-maximal effect; % is set by controls: 0 for no effect and ±100 for the full control effect; nearly all actives have a fitted effect of over 65% in size
Target sequence (O89049 whole entry, looked up): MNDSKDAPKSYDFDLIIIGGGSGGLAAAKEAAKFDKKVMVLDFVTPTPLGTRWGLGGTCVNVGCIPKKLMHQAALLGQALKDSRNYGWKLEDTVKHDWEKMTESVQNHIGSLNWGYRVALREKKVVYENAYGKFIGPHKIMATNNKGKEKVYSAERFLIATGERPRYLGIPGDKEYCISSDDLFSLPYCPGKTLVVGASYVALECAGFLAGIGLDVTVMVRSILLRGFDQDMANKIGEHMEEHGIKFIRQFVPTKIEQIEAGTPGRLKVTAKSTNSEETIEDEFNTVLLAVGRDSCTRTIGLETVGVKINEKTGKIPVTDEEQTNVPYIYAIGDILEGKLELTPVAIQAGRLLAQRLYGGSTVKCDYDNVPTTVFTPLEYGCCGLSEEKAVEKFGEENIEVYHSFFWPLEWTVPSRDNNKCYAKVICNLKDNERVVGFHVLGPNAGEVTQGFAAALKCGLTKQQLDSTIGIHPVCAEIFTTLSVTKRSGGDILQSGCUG
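Rat TrxR1 (90 nM in the dispensed reagent) was pre-reduced with 400 uM NADPH for 5 min at room temperature, then incubated with compound for 15 min. After 400 uM selenite was added, NADPH fluorescence (Ex 340/Em 450 nm) was followed for 8 min.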
RGS4 inh: inhibitors of human regulator of G protein signaling 4; Transcreener GDP fluorescence polarization, RGS4-accelerated GTP hydrolysis; Potency, µM (series often up to 114 µM), inactives show at the highest dose activity change, negative = inhibition, actives largely listed as inhibitors; 0.039% of 390,000 active; AID 504845; note: potency is the fitted concentration of half-maximal effect; % is set by controls: 0 for no effect and ±100 for the full control effect; nearly all actives have a fitted effect of over 75% in size; some results filed as inactive show a strong effect at the top dose
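MLSMR compounds (23 nl, pin-transferred) preincubated 10 min at room temperature with a 500nM (2x) first reagent, then RGS4 at 900nM (2x) plus Transcreener GDP mix added; fluorescence polarization (620/688 nm) read before and after 90 min at 30 °C.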
GRP78 ERSR act: inducers of ER stress response in human glioma cells; 0.02% of 420,000 active; Potency, µM, for the others: at the highest dose activation, usual class: activators; AID 602332; U87-MG GRP78 promoter luciferase reporter, 16 h; note: potency is the fitted concentration of half-maximal effect; series mostly up to about 76 µM; % of control where 0% means no effect; nearly all actives have a fitted effect of over 35% in size
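Stably transfected U87-MG glioma cells carrying a GRP78-based luciferase sensor; 16 h compound incubation. Luminescence end-point read 10 min after Bright-Glo addition at room temperature.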
Vif-A3F inh: inhibitors of Vif-A3F interaction; HeLa A3F-eYFP + Vif (tagged APOBEC3F with the HIV-1 protein that degrades it), YFP fluorescence increase; Potency, µM (titrated, usually from 46.1 µM), for the others: at the highest dose activity, negative = active; 0.2% of 390,000 active; AID 602313; note: potency is the fitted concentration of half-maximal effect; % of control where 0% means no effect; nearly all actives have a fitted effect of over 65% in size
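Fluorescence increase (Ex 488/Em 500-530) after overnight compound treatment at 37 deg C flags inhibition of Vif-driven A3F-eYFP loss in stable HeLa A3F-eYFP/Vif cells seeded overnight beforehand.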
LDHA inh: inhibitors of human lactate dehydrogenase A | AID 1347041 | activity change, % (values are at about 110 or 230 µM) | P00338 | purified LDHA, NADH/diaphorase-resazurin fluorescence; stronger effect = lower value | 0.15% of 480,000 active; in the data active = activity change below about -30%; inconclusive = mostly about -25% to -30%;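 note: plate controls were DMSO wells for no effect and wells without enzyme for full effect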
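Enzyme activity of human lactate dehydrogenase 5 (2 nM; 0.06 mM NADH, 0.2 mM pyruvate, 5 min, RT) is measured via a resazurin/diaphorase fluorescence readout of residual NADH.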
IDH1 R132H inh: blocks human mutant IDH1 R132H enzyme. Potency, µM (titrated, usually from 76.6 µM), for the others: at the top dose activity change, negative = inhibition, actives largely listed as inhibitors. IDH1-R132H enzyme, NADPH consumption, diaphorase/resazurin fluorescence. 0.093% of 390,000 active. O75874; note: potency is the fitted concentration of half-maximal effect; % is set by controls: 0 for no effect and ±100 for the full control effect; nearly all actives have a fitted effect of over 65% in size
Target sequence (O75874 whole entry R132H, stated change not applied): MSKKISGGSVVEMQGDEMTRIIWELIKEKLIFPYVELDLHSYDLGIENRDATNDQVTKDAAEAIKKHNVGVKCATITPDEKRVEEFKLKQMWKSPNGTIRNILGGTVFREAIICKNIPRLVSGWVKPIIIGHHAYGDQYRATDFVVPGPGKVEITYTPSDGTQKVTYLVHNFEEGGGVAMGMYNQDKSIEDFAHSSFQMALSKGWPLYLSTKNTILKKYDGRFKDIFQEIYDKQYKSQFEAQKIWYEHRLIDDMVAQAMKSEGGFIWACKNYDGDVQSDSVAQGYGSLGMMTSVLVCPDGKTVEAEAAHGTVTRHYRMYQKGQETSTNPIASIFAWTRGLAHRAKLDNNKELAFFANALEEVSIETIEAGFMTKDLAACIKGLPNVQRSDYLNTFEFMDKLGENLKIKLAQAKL
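IDH1-R132H (0.5 ug/mL dispensed) in pH 7.5 Tris buffer was preincubated 30 min with compound, then given a substrate mix of 0.016 mM NADPH and 2 mM alpha-KG for 80 min at room temperature; remaining NADPH was read by diaphorase/resazurin fluorescence.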
Vif-A3G inh: blocks the Vif interaction with human APOBEC3G. Q9HC16. HeLa A3G-eYFP + Vif (tagged APOBEC3G with the HIV-1 protein that degrades it), YFP fluorescence, overnight. Potency, µM (top dose mostly 46.1 µM), for the others: top-dose activity, negative = active, usual class: inhibitors. 0.076% of 410,000 active;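 note: potency is the fitted concentration of half-maximal effect; % is set by controls: 0 for no effect and ±100 for the full control effect; nearly all actives have a fitted effect of over 60% in size; hits raise eYFP signal because A3G escapes Vif-driven loss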
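Read-out is eYFP fluorescence (Ex 488/Em 500-530) from Vif-expressing HeLa A3G-eYFP cells; more signal means A3G escaped Vif-mediated degradation. Cells plated overnight, compound pinned in, incubated overnight at 37 deg C.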
USP1 inh: blocks the human USP1/UAF1 deubiquitinase complex; O94782; recombinant USP1/UAF1, Ub-Rhodamine cleavage fluorescence; AID 743255; Potency, µM (series often up to 57.1 µM), without a hit: at the highest dose activity change, negative = inhibition, actives largely listed as inhibitors; 0.23% of 390,000 active; note: potency is the fitted concentration of half-maximal effect; % is set by controls: 0 for no effect and ±100 for the full control effect; nearly all actives have a fitted effect of over 60% in size; inactives centre near -12
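USP1/UAF1 complex (1 nM) preincubated 15 min at room temperature with compound, then Ub-Rho substrate (150 nM final) added. Kinetic fluorescence at 480/540 nm over 6 reads at 60 s intervals; 50 mM HEPES pH 7.8, 0.5 mM EDTA, 0.1 mg/ml BSA, 1 mM TCEP, 0.01% Tween-20.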
TrxR1 substrate: rat thioredoxin reductase 1 substrate activity; O89049; purified TrxR1 substrate turnover, NADPH consumption readout; Potency, µM (series often up to 114 µM), inactives show at the highest dose activity change, negative = substrate turnover; 0.01% of 390,000 active; note: potency is the fitted concentration of half-maximal effect; % is set by controls: 0 for no effect and ±100 for the full control effect; nearly all actives have a fitted effect of over 50% in size
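Rat TrxR1, dispensed at 90 nM, was prereduced with 400 uM NADPH (final) for 5 min at ~22 deg C, then incubated with compound 15 min before 400 uM selenite. A first-read NADPH fluorescence drop versus no-compound background flagged substrates.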
* = called active by the depositor; u = inconclusive; x = not tested or not shown; & = joins results of further samples; [ ] = dose if it differs, or a comment. Unless noted, calls come from the whole dose curve; as a rule, active = well fitted curve in the direction sought with a large enough effect; inconclusive = small, poorly fitted or top-dose-only effect, or another doubt; inactive = no such curve, though single readings can be large; an effect the other way counts as inactive or inconclusive.

SMILES	TrxR1 inh	RGS4 inh	GRP78 ERSR act	Vif-A3F inh	LDHA inh	IDH1 R132H inh	Vif-A3G inh	USP1 inh	TrxR1 substrate
O=C1CC(=C2c3ccccc3-c3ccccc32)C(=O)N1CCN1CCN(c2cccc(Cl)c2)CC1	u	-25%	-4%	7%	0	3%	0%	-18%	-6%
CC1CCc2sc3nc(NCc4ccco4)n4ncnc4c3c2C1 (stereo unspecified)	10%[57.1 µM]	-4%	2%	-3%	0	4%	1%	-12%	-10%
CCN(c1ccccc1)S(=O)(=O)c1ccc(F)c(C(=O)Nc2ccc(C)cc2)c1	14%[57.1 µM]	11%	-2%	-3%	0	0%	0%	9%	0%[57.1 µM]
O=C(NCc1ccncc1)C(=O)NCC(c1ccco1)N1CCN(c2ccccc2F)CC1 (stereo unspecified)	-15%	15%	-3%	-25%	0	3%	0%	-3%	-10%
CCOC(=O)c1cnc(-c2ccccc2)nc1N1CCOCC1	15%[57.1 µM]	-8%	-3%	-5%	-3	4%	-9%	-6%	-7%[57.1 µM]
O=C(Nc1ccc(C(=O)N2CCCC2)cc1)Nc1ccc(Cl)cc1Cl	8%[57.1 µM]	17%	-7%	-6%	-5	-3%	-10%	-3%	4%[57.1 µM]
CCN1C(=O)C2(/C(=C(\O)c3ccc4c(c3)OCCO4)C(=O)C(=O)N2CCCOC)c2ccccc21 (stereo unspecified)	4%	-7%	-2%	-9%	-3	0%	3%	6%	-7%
CCOC(=O)c1n[nH]n(-c2cc(Cl)cc(Cl)c2)c1=O	-16%[2.29 µM]	-21%	2%	-10%	7	6%	2%	-21%	-3%[2.29 µM]
O=C(OCC1OC2C(Oc3nc(=O)ccn32)C1O)c1ccccc1 (stereo unspecified)	4%	14%	-5%	3%	-7	0%	0%	-10%	-2%
COc1ccccc1/C=N/NC(=O)C(C)Cn1cnc2ccccc21 (stereo unspecified)	8%	33%	-7%	1%	-14	19%	-6%	-20%	3%
Cc1cccc(C(=O)OCC(=O)NCc2ccc3c(c2)OCO3)c1C	19%	7%	-2%	9%	-3	8%	-1%	-24%	2%
COc1ccc(OC(=O)/C=C/c2ccc([N+](=O)[O-])cc2)cc1	3%	3%[56.9 µM]	0%	-1%	-2	19%	4%	-17%	-2%
COc1ccccc1N1CCN(C2CCCCC2NS(=O)(=O)c2ccc(Cl)cc2)CC1 (stereo unspecified)	32%[57.1 µM]	-26%[56.9 µM]	-4%	-10%	-1	-11%	0%	0%	7%[57.1 µM]
CCOC(=O)c1c(C)oc2ccc(OC(=O)COc3c(F)c(F)c(F)c(F)c3F)cc12	41%[activator]	8%	-2%	-8%	-1	-8%	2%	-29%	-1%
CCOC(=O)c1cccc(NC(=O)C2CCCN(S(=O)(=O)c3ccc4c(c3)oc(=O)n4C)C2)c1 (stereo unspecified)	-7%	-9%	-2%	-7%	-7	-1%	-3%	-21%	-9%

Entries shown so far that have four or more nitrogen atoms:
SMILES	TrxR1 inh	RGS4 inh	GRP78 ERSR act	Vif-A3F inh	LDHA inh	IDH1 R132H inh	Vif-A3G inh	USP1 inh	TrxR1 substrate
CC1CCc2sc3nc(NCc4ccco4)n4ncnc4c3c2C1 (stereo unspecified)	10%[57.1 µM]	-4%	2%	-3%	0	4%	1%	-12%	-10%
O=C(NCc1ccncc1)C(=O)NCC(c1ccco1)N1CCN(c2ccccc2F)CC1 (stereo unspecified)	-15%	15%	-3%	-25%	0	3%	0%	-3%	-10%
COc1ccccc1/C=N/NC(=O)C(C)Cn1cnc2ccccc21 (stereo unspecified)	8%	33%	-7%	1%	-14	19%	-6%	-20%	3%

Later entries
SMILES	TrxR1 inh	RGS4 inh	GRP78 ERSR act	Vif-A3F inh	LDHA inh	IDH1 R132H inh	Vif-A3G inh	USP1 inh	TrxR1 substrate
CCOC(=O)C1=C(CN2c3ccccc3CC2C)NC(=O)NC1c1ccccc1 (stereo unspecified)	-3%	9%	-4%	0%	11	-6%	2%	-4%	-11%
Cc1ccc(-c2nnn(CC(=O)N3CCCCC3)n2)cc1	-4%[57.1 µM]	19%	5%	4%	0	0%	1%	2%	-10%
O=C(Nc1ccc(-c2cccc(F)c2)cc1)C1CCCN(Cc2ccccn2)C1 (stereo unspecified)	5%	-15%	4%	2%	2	7%	-4%	-11%	1%
C=CCSc1ncccc1C(=O)O	-30%[57.1 µM]	19%	-3%	-5%	8	-8%	-1%	7%	-6%[57.1 µM]
COc1ccc(C(=O)NN(C)c2nc(-c3ccccc3)cc(C)c2S(C)(=O)=O)cc1	6%[57.1 µM]	-19%	4%	-8%	-6	2%	-3%	-16%	0%[57.1 µM]
COc1ccccc1CC(NC(C)=O)C(=O)NC1CCN(C(=O)c2ccc(C)cc2)CC1 (stereo unspecified)	15%[57.1 µM]	22%	-1%	-11%	-7	4%	-1%	-17%	6%[57.1 µM]
C=CCNc1oc(-c2cccc(F)c2)nc1C#N	7.1µM*	1%	-3%	u	6	x	-6%	x	-1%
CC(C)(C)c1ccc(C(=O)Nc2ccc(-c3nc4ccccc4o3)c(O)c2)cc1	u	16%	-3%	-1%	-7	-13%	-1%	-15%	86%[activator]
Cc1ccc(OCC(=O)NNC(=O)CSc2ncnc3sc(C)c(C)c23)cc1	14%	15%	-2%	-3%	-11	-5%	-2%	-26%	-5%
Oc1ccc(/C=N/NC(=S)NC2CC3CCC2C3)cc1 (stereo unspecified)	-3%	-16%	11%	-2%	0	-11%	0%	-16%	-3%
O=C(NCc1cccc(C(F)(F)F)c1)C1CC2Cn3c(nc4ccccc43)C2N1Cc1ccccc1 (stereo unspecified)	-1%[57.1 µM]	-1%	1%	0%	-8	-5%	0%	-12%	-3%[57.1 µM]
CCC1CN(C(=O)N2CCC(C(=O)NCc3ccco3)CC2)c2ccccc2O1 (stereo unspecified)	5%&22%	-7%&-18%	-2%&-3%	-1%&1%	-1&1	-2%&19%	-5%&-1%	-21%&-8%	4%
Cc1ccc(-n2c(=S)[nH]c3c(oc4ccccc43)c2=O)cc1	-28%	-44%	-3%	3%	-3	-2%	-1%	-20%	-4%
Cc1noc(C)c1CSc1nnc2scc(-c3ccccc3)n12	-11%	-10%	-4%	-3%	-2	8%	0%	-16%	-5%
O=C(COC(=O)CNS(=O)(=O)c1ccc2ccccc2c1)Nc1ccccc1Sc1ccccc1	12%	-25%	-4%	-10%	-9	-1%	0%	-21%	3%

Single values from the list.
For Vif-A3G inh, O=C(Nc1ccc(C(=O)N2CCCC2)cc1)Nc1ccc(Cl)cc1Cl is entered as -10%
For USP1 inh, O=C(NCc1cccc(C(F)(F)F)c1)C1CC2Cn3c(nc4ccccc43)C2N1Cc1ccccc1 (stereo unspecified) is entered as -12%
For Vif-A3F inh, C=CCSc1ncccc1C(=O)O is entered as -5%

Continuation.
SMILES	TrxR1 inh	RGS4 inh	GRP78 ERSR act	Vif-A3F inh	LDHA inh	IDH1 R132H inh	Vif-A3G inh	USP1 inh	TrxR1 substrate
CN(C)S(=O)(=O)n1cc(/C=C(\NC(=O)c2ccccc2Cl)C(=O)NCCN2CCOCC2)c2ccccc21	2%	12%	-3%	0%	1	0%	3%	-18%	4%
CCOC(=O)c1ccc2c(c1)N(Cc1cccc([N+](=O)[O-])c1)C(=O)c1ccccc1S2	18%[57.1 µM]	-15%	0%	6%	-7	-6%	-4%	-34%	3%[57.1 µM]
O=C(Nc1nnc(S(=O)(=O)N2CCCCC2)s1)c1cccc(Br)c1	15%[57.1 µM]	-2%	3%	2%	2	37%[activator]	-3%	-19%	4%[57.1 µM]
COc1ccc(/C=C2/C(=N)N3N=C(CC(=O)N4CCCC4)SC3=NC2=O)cc1OC	16%	-11%	-5%	-2%	0	-11%	-3%	-20%	-7%
COC(=O)C1=C(C)N(c2ccccc2)C(=S)NC1c1ccccc1C(F)(F)F (stereo unspecified)	5%	-24%[56.9 µM]	-1%	-5%	0	12%	0%	-12%	-6%
CCOc1ccc(NC(=O)c2ccc(NC(=O)COC(=O)Cc3ccc(OC)cc3)cc2)cc1	9%[57.1 µM]	-2%	2%	1%	-9	-11%	-14%	3%	0%[57.1 µM]
c1cn(-c2ncnc3sc4c(c23)CCCC4)cn1	7%[57.1 µM]	16%	7%	5%	-7	-8%	1%	-10%	12%[57.1 µM]
Cc1cccc(NC(=O)c2ccc(S(=O)(=O)N(C)C)cc2)n1	12%[57.1 µM]	2%	3%	5%	-3	0%	1%	-17%	9%[57.1 µM]
CCOC(=O)c1cccc(NC(=O)CN2C(=O)CC(C)(C)Sc3ccccc32)c1	10%	-15%	1%	-2%	-5	-9%	-3%	-19%	2%
CN(C)c1ccc(CNC(=O)C2CCN(C(=O)c3ccc(-n4ccc5ccccc54)s3)CC2)cc1	19%[57.1 µM]	-11%	1%	0%	-8	-10%	1%	-21%	3%[57.1 µM]

The list is partial. The share of hits here may be higher or lower than overall.
